Screens deposited in PubChem by several laboratories.
SRC3 inh: SRC3 coactivator transcriptional activity inhibitors, primary screen, cell-based, luminescence. Nuclear receptor coactivator 3 (Homo sapiens), Q9Y6Q9. HEK293 GAL4-SRC3 luciferase reporter. inhibition, % at 3.6 µM. hit rate 0.17% among 360,000;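 active means inhibition above a per-campaign cutoff, the mean of all compounds plus 3 SD, cut at about 60% in these data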;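 further: 0% = DMSO-treated cells and 100% = gossypol-treated cells at 36 µM; higher means less SRC3-driven luciferase light from the GAL4 reporter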
MC4R ag barr: MC4R agonists recruiting beta-arrestin, primary screen, cell-based, luminescence, agonist arm of biased-ligand search; U2OS MC4R beta-arrestin complementation; percent of melanotan II response, DMSO zero; activation, % at 8.9 µM; hit rate 0.98% among 360,000;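 active means activation above a per-plate cutoff, the mean activation of sample wells on that plate plus 3 SD, cut at about 8% in these data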
MC4R antag cAMP: MC4R antagonists of cAMP signaling, primary screen, cell-based, TR-FRET, antagonist arm of biased-ligand search; hit rate 0.48% among 360,000; inhibition, % at 6.5 µM; Melanocortin receptor 4 (Homo sapiens), P32245; MC4R-expressing cells, MTII-stimulated cAMP, LANCE TR-FRET;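 active means inhibition above its plate's cutoff, the mean of tested wells on that plate plus 3 SD, cut at about 29% in these data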;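 further: 0% = Melanotan II alone and 100% = Melanotan II plus saturating MCL0020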
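Material: human MC4R-expressing U2OS cells. Probe or stimulus: Melanotan II challenge. Dosing: 6.5 µM single dose. Times: 30-min compound, 1-h challenge, 1-h detection, room temperature. Technique: TR-FRET with Eu-cAMP and labeled anti-cAMP, 671 nm. Replication: singlicate.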
TLR9-MyD88 block: inhibitors of TLR9-MyD88 association in cells, primary screen, cell-based, CHO, BLA complementation, fluorescence; hit rate 0.21% among 340,000; inhibition, % at 4.98 µM; Toll-like receptor 9 (Homo sapiens) + Myeloid differentiation primary response protein …; CCF4 FRET ratio;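 active means inhibition above the mean over all tested compounds plus 3 SD, cut at about 21% in these data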;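 further: 0% = DMSO only wells and 100% = clavulanate BLA inhibitor control wells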
NCOA2 inhibitor: inhibition of GAL4-SRC2 driven luciferase reporter, primary screen, SRC2 inhibitor project, cell-based, luminescence. Nuclear receptor coactivator 2 (Homo sapiens), Q15596. HEK293 GAL4-SRC2 luciferase reporter. inhibition, % at 9 µM. hit rate 0.17% among 370,000;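 active means inhibition above the mean inhibition of all tested compounds plus 3 SD, set per campaign, cut at about 52% in these data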;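 further: 0% = DMSO treated cells and 100% = cells given Gossypol at 36 µM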
EBV LMP1 NFkB: EBV LMP1-driven NF-kappaB luciferase reporter inhibitors, primary screen, cell-based, luminescence, single point; hit rate 0.69% among 350,000; LMP1-induced NF-kappaB luciferase reporter cells; AID 504558, 2011; inhibition, % at 12.5 µM; in the data active means inhibition above about 41%;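 further: 0% = neutral control wells and 100% = reference inhibitor control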
NR5A2 inv ag: LRH-1 (NR5A2) inverse agonists, primary screen, cell-based, luminescence, HEK293T, StAR-luciferase reporter | Nuclear receptor subfamily 5 group A member 2 (Homo sapiens), O00482 | hit rate 0.13% among 360,000 | inhibition, % at 3.6 µM | LRH-1 transfected, 24 h;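 active means inhibition above the mean inhibition of all tested compounds plus 3 SD, cut at about 73% in these data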;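 further: 0% = DMSO wells and 100% = reporter-only cells lacking LRH-1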
Target sequence (O00482 whole entry, looked up): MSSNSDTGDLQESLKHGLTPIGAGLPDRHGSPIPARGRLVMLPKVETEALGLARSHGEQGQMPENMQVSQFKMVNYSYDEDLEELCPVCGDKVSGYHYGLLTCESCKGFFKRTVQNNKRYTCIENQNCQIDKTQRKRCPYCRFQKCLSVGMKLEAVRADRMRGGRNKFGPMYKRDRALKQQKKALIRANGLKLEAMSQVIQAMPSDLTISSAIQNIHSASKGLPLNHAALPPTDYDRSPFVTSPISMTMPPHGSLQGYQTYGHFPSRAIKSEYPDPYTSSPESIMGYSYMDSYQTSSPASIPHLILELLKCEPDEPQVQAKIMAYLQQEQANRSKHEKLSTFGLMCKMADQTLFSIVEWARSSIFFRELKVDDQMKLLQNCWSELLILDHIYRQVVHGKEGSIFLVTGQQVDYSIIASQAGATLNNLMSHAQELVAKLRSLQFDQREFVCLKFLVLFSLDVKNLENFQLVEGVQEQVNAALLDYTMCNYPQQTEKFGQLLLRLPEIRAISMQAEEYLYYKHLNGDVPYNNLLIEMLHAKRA
SRC1 inh: SRC1 coactivator transcriptional activity inhibitors, primary screen, cell-based, luminescence; HEK293 GAL4-SRC1 luciferase reporter; Nuclear receptor coactivator 1 (Homo sapiens), Q15788; hit rate 0.12% among 360,000; AID 588354, 2011; inhibition, % at 3.6 µM;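 active means inhibition above the campaign mean plus 3 SD, with each screening campaign given its own cutoff, cut at about 60% in these data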;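 further: 0% = DMSO treated cells and 100% = gossypol at 36 µM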
NR2F2 inh: NR2F2 transcriptional activity inhibitors, primary screen, cell-based, luciferase reporter, HEK293T, luminescence. inhibition, % at 8.6 µM. COUP transcription factor 2 (Homo sapiens), P24468. AID 686940, 2013. hit rate 0.7% among 370,000. HEK293T NGFI-A luciferase reporter;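 active means inhibition above a per-plate cutoff, mean inhibition of test wells between control levels plus 3 SD, cut at about 38% in these data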;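 further: cells cotransfected with COUP-TFII expression vector driving the NGFI-A reporter; 0% = median of COUP-TF2 test wells and 100% = reporter-only cells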
Target sequence (P24468 whole entry, looked up): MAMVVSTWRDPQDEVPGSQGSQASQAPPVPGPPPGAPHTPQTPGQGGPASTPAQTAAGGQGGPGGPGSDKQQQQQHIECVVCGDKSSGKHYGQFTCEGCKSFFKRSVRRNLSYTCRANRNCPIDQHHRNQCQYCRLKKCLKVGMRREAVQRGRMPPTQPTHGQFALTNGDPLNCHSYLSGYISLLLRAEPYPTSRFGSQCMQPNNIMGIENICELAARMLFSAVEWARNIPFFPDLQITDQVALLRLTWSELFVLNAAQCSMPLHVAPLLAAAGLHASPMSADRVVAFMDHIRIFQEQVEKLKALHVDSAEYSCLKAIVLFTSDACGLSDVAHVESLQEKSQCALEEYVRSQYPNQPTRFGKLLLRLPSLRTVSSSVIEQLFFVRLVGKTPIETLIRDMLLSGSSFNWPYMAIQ
NOD2 RIPK2 PPI: NOD2-RIPK2 binding disruptors in cells, primary screen, fluorescence, CHO cells, BLA complementation; Receptor-interacting serine/threonine-protein kinase 2 (Homo sapiens), O43353; CCF4 ratio; inhibition, % at 4.98 µM; hit rate 0.38% among 360,000; AID 624267, 2012; in the data active means inhibition above about 21%;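 further: 0% = vehicle only and 100% = reference blocker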
ABHD5-PLIN5 inh: ABHD5-PLIN5 interaction inhibitors, primary screen, cell lysate, split luciferase complementation, luminescence. Split G. princeps luciferase complementation, 4 h. hit rate 0.78% among 360,000. Perilipin-5 (Homo sapiens) + 1-acylglycerol-3-phosphate O-acyltransferase ABHD5 (Homo …. inhibition, % at 4 µM;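 active means inhibition above the mean inhibition across every tested compound plus 3 SD, cut at about 22% in these data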;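 further: 0% = DMSO only wells and the 100% control is not disclosed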
Active calls of the source: *; / = no result given.

No.	SRC3 inh	MC4R ag barr	MC4R antag cAMP	TLR9-MyD88 block	NCOA2 inhibitor	EBV LMP1 NFkB	NR5A2 inv ag	SRC1 inh	NR2F2 inh	NOD2 RIPK2 PPI	ABHD5-PLIN5 inh	SMILES
1	0	0.5	7	-1	2	-5	13	-5	-9	-13	11	O=C(Cc1ccccc1)NNS(=O)(=O)c1ccccc1[N+](=O)[O-]
2	-2	0.1	13	-6	27	2	-7	9	8	-3	6	N#Cc1c(NC(=O)/C=C/C(=O)O)sc2c1CCN(Cc1ccccc1)C2
3	-7	-1.0	7	-1	-22	6	15	-1	0	3	2	CCCN(CCC)C(=O)Cn1c(=O)n(CCC(=O)NCCc2ccccc2)c(=O)c2ccccc21
4	14	-5.4	-3	-9	9	-9	-2	-12	4	-12	-9	CCOc1ccccc1C1CC(=O)Nc2cc(OC)c(OC)c(OC)c21 (stereo unspecified)
5	18	2.8	-5	2	0	4	-1	-8	11	-3	-4	N#C/C(=C\c1ccc(Cl)cc1)C(=O)NC1CC1
6	9	-2.7	-1	6	-27	-4	-9	6	-3	-8	-1	Cc1ccc(S(=O)(=O)N(C)CC(=O)N2CCOCC2)cc1
7	20	-1.3	1	-12	0	3	1	-8	-3	-6	-2	COc1ccc(NC(=S)N(CCCN2CCN(C)CC2)Cc2cccs2)cc1
8	10	-0.9	2	8	1	2	-20	-2	-19	-6	4	O=C(NCc1ccco1)C(=O)NCC1OCCN1S(=O)(=O)c1ccccc1 (stereo unspecified)
9	12	-1.5	5	-13	-34	/	9	0	8	-18	-4	CCC(=O)Nc1c(-c2ccc(C)cc2)c(=O)c2ccccc2n1C
10	12	-1.4	9	-12	-7	-3	-3	-12	-1	1	-6	Cc1cccc2c(=O)n3c(nc12)CCCCC3
11	15	0.2	0	/	18	/	-17	13	1	-2	4	COc1ccc(F)cc1-c1cc(C(=O)NCc2cccc(Cl)c2)[nH]n1
12	5	0.2	17	-10	-1	7	-7	-5	-10	1	4	C=CCn1c(SCC(=O)N2CCc3ccccc3C2)nc2sc(C)c(C)c2c1=O
13	-12	1.7	-5	0	-41	2	-2	-12	-21	0	6	CSc1nnc2ccc(-c3ccc(C)cc3)nn12
14	4	-0.8	7	-1	10	1	-12	2	3	-3	0	O=C(COC(=O)c1ccc(Br)cc1)NCc1ccccc1
15	-9	-4.0	13	-2	6	-1	-13	5	2	-9	-12	COc1ccccc1NC(=O)COC(=O)Cn1cnc2c1c(=O)n(C)c(=O)n2C

Ordered by value in MC4R ag barr (falling): 3 from the list above
No.	SRC3 inh	MC4R ag barr	MC4R antag cAMP	TLR9-MyD88 block	NCOA2 inhibitor	EBV LMP1 NFkB	NR5A2 inv ag	SRC1 inh	NR2F2 inh	NOD2 RIPK2 PPI	ABHD5-PLIN5 inh	SMILES
5	18	2.8	-5	2	0	4	-1	-8	11	-3	-4	N#C/C(=C\c1ccc(Cl)cc1)C(=O)NC1CC1
13	-12	1.7	-5	0	-41	2	-2	-12	-21	0	6	CSc1nnc2ccc(-c3ccc(C)cc3)nn12
2	-2	0.1	13	-6	27	2	-7	9	8	-3	6	N#Cc1c(NC(=O)/C=C/C(=O)O)sc2c1CCN(Cc1ccccc1)C2

Next section.
No.	SRC3 inh	MC4R ag barr	MC4R antag cAMP	TLR9-MyD88 block	NCOA2 inhibitor	EBV LMP1 NFkB	NR5A2 inv ag	SRC1 inh	NR2F2 inh	NOD2 RIPK2 PPI	ABHD5-PLIN5 inh	SMILES
16	-8	-1.9	0	0	-14	-3	6	-12	-32	-10	-1	COc1cc(CCCN2C(=O)C(=O)NC[C@@H]2c2ccccc2)cc(OC)c1OC
17	4	1.9	-1	-5	-5	-5	16	-1	5	-15	7	CCOc1ccccc1Nc1nnc(C)c(=O)[nH]1
18	10	0.7	-5	-1	6	2	22	3	15	2	-1	COc1ccc(C(CC(=O)N2CCCC2)C(C)C)cc1 (stereo unspecified)
19	-8	-1.6	12	3	-7	2	6	1	2	-1	2	CC1CC(C)CN(S(=O)(=O)c2ccc3c(c2)oc(=O)n3CC(=O)NCc2cccnc2)C1 (stereo unspecified)
20	10	-2.8	-4	-1	-43	9	-16	7	-5	-9	3	CC(=O)c1sc(-c2ccccc2Cl)nc1C
21	16	-1.8	3	10	-4	3	7	0	7	5	-2	CCCc1cc2c(cc1N(C)S(=O)(=O)c1ccccc1)OCO2
22	-4	-1.0	-2	4	-28	-6	-17	-22	2	-11	11	CCC1CCc2sc(C(=O)N3CCCN(C)CC3)cc2C1 (stereo unspecified)
23	-2	-0.1	-8	-8	-8	-5	-3	-2	-9	5	-4	CCOC(=O)C1CCN(C(=O)Cn2cc(C(=O)c3ccco3)c3ccccc32)CC1
24	4	-3.1	4	15	9	-3	13	11	14	18	-2	Oc1ccc2ccccc2c1/C=C/c1ccc2c(Br)cc(Br)c(O)c2n1
25	2	-2.4	5	4	8	3	2	-15	2	10	4	C=CCC1C=C(Cc2ccccc2)CC(CC=C)N1 (stereo unspecified)
26	9	-1.0	13	-1	14	-2	18	1	-19	-2	-3	COc1ccc(NC(=O)/C(C#N)=C\c2cc(OC)c(OCc3ccc(C(=O)O)cc3)cc2Br)cc1
27	-12	7.7	-25	/	3	/	8	-66	-82	11	10	COc1ccc(-c2cnc3c(NC=O)cc(-c4ccc(F)cc4)cn23)cc1OC
28	-14	-1.1	13	3	27	0	-21	-22	16	2	2	Cc1c(C(=O)Nc2ccc(OC(F)(F)F)cc2)sc2nc3n(c(=O)c12)CCC3
29	3	2.1	-6	-5	-4	4	17	-12	8	2	3	COc1cc(NS(=O)(=O)c2ccc3c(c2)NC(=O)CO3)cc(OC)c1
30	6	-1.6	4	6	-72	-2	-10	6	-12	-4	-1	CC1CCCCN1CCn1c(=S)[nH]c2cc3c(cc2c1=O)OCO3 (stereo unspecified)
31	7	-0.5	10	-2	-3	1	19	-11	-10	-6	-1	O=C(COc1cc2oc(=O)c3c(c2cc1Cl)CCC3)NCCCN1CCOCC1
32	-12	-1.9	2	3	-8	-30	4	-14	6	-4	-3	Cc1ccc(N)cc1-n1c(C)ccc1C
33	0	-2.4	1	6	-45	-51	-36	-29	-11	-6	3	COc1ccc(S(=O)(=O)Nc2ccccc2C(=O)OC2CCCN(C)C2)cc1OC (stereo unspecified)
34	2	-1.6	0	-10	-1	2	-3	6	-4	1	-12	CN(C)c1ccc(C(=O)Nc2ccc(O)c3c(=O)cc(-c4ccccc4Cl)oc23)cc1
35	-71	1.4	8	-3	-30	-17	-69	-26	-55	-11	7	CSc1ccccc1NC(=O)c1cc(C2CC2)on1
36	9	-2.8	3	2	-36	-10	1	-3	14	-6	-1	Cn1nc(C(=O)Nc2nnc(C3CC3)s2)c2ccccc2c1=O
37	1	-1.5	3	-4	-59	-42	-3	1	-36	-13	-5	CC(C)CCNC(=O)Nc1ccc2c(c1)N(C)C(=O)CS2
38	16	-0.4	22	4	2	3	-1	5	9	-2	1	COc1cc(/C=N/NC(=O)CSc2ccccn2)ccc1O
39	-1	-1.2	7	/	-2	/	-18	3	5	-5	-6	O=C(Nc1nnc([C@@H]2O[C@H](CO)[C@@H](O)[C@H]2O)s1)Nc1ccccc1C(F)(F)F
40	-1	0.5	3	-5	-6	1	34	-15	-6	-3	-1	CN(C(=O)c1cccc(NC(=O)Cc2ccc(NC(=O)C3CCN(C(=O)C4CCC4)CC3)cc2)c1)C1CCCC1
41	-1	-1.3	2	-1	4	7	11	6	16	-13	5	CCN(c1ccccc1)S(=O)(=O)c1ccc(F)cc1
42	-5	1.0	14	2	19	4	-11	-7	7	2	-3	Cc1nc(NCCc2ccc(O)cc2)c2nnn(Cc3ccccc3)c2n1
43	22	-2.0	3	1	-21	7	6	-3	28	-35	-1	CC(NCC1(N2CCOCC2)CCCCC1)C(=O)Nc1ccc(Cl)cc1Cl (stereo unspecified)
44	14	-0.7	4	-2	-10	-3	-10	4	17	-6	-2	O=C(Nc1cc([N+](=O)[O-])ccc1Cl)C1CC1
45	12	0.4	-4	-4	-2	-1	3	-43	5	2	9	COc1ccc2[nH]c(=O)cc(C(=O)O)c2c1
46	-19	0.1	13	/	-15	/	-16	-7	-7	4	-4	CC(=O)Nc1ccc(C(=O)N2CCCC(c3cc(C(=O)Nc4ccccc4Cl)no3)C2)cc1 (stereo unspecified)
47	6	0.7	9	-7	23	-26	-3	7	-10	7	8	CC(C)c1ccc(C2/C(=C(/O)c3ccc(F)cc3)C(=O)C(=O)N2CCCN2CCOCC2)cc1 (stereo unspecified)
48	14	-3.4	15	8	-15	3	4	0	2	-7	1	Cc1ccc(NC(=O)CN(C)C(=O)c2ccccn2)cc1
49	11	-1.6	-7	7	1	0	15	0	-12	10	2	O=C1CN(C(=O)c2ccccc2Cl)c2ccccc2N1
50	-9	1.7	6	-9	-2	2	0	-6	-3	-11	-5	COc1ccc(Cn2nnnc2C(c2ccc(N(C)C)cc2)N2CCC(C)CC2)cc1 (stereo unspecified)
51	7	-0.8	2	0	8	5	9	8	3	-10	-3	O=C(NCc1ccc(S(=O)(=O)NC2CCCCC2)s1)c1ccccc1

Only part of the results is shown (hit frequency here may not be typical).
